ADAM10 inh: inhibits human ADAM10. O14672. recombinant ADAM10, EDANS/DABCYL FRET peptide cleavage, 3 h. inhibition, % at 7 µM. hit rate 0.62% among 370,000;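 active means inhibition above a per-campaign cutoff equal to the mean of compounds falling between control-based bounds plus 3 SD, cut at about 20% in these data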;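 further: 0% = DMSO wells while the 100% control is not disclosed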
GAA850 FXN act: frataxin GAA850 promoter activation. AID 540364. activation, % at 6 µM. hit rate 0.56% among 360,000. HEK293 lucGAA850 FXN promoter luciferase reporter, 24 h; percent of 10 µM SAHA response;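 active means activation above the average of all compounds screened plus 3 SD, cutoff fixed separately per campaign, cut at about 7.5% in these data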;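 further: 0% = DMSO wells and 100% = 10 µM SAHA wells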
rCAG RNA binder: binds r(CAG) RNA repeats; hit rate 1.3% among 370,000; inhibition, % at 3 µM; r(CAG) RNA repeat, TO-PRO-1 dye displacement fluorescence; AID 651821;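 active means inhibition above the plate cutoff, the mean of all test compounds on that plate plus 3 SD, cut at about 35% in these data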;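 further: 0% = DMSO alone and 100% = 100 µM mitoxantrone as full dye displacement; higher means more dye released from RNA so lower well fluorescence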
ASAP1 inh: blocks human ASAP1-stimulated Arf1 GTP hydrolysis; GDP FP detection; AID 624377; hit rate 0.19% among 360,000; inhibition, % at 16.5 µM; Q9ULH1; in the data active means inhibition above about 25%;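 further: 0% = vehicle with enzyme and substrate and 100% = no enzyme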
GC-B act: GC-B (human) receptor activation; HEK293-GC-B cells, CNP EC30, cGMP TR-FRET; 0% at EC30 CNP, 100% saturating CNP; activation, % at 10 µM; P20594; hit rate 0.11% among 370,000; AID 1920062;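 active means activation at 10 µM reaching about 35% in either raw or pattern-adjusted values, limit read from the data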
ARFGAP1 inhibitor: rat ARFGAP1 inhibition. Q62848. Arfgap1-stimulated ARF1 GTP hydrolysis, GDP FP detection. inhibition, % at 16.5 µM. hit rate 0.26% among 360,000;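 active means inhibition above a per-plate limit, mean inhibition of low control wells plus 3 SD, cut at about 25% in these data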;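 further: 0% = DMSO wells with enzyme and 100% = wells lacking Arfgap1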
Target sequence (Q62848 1-136 limits assumed): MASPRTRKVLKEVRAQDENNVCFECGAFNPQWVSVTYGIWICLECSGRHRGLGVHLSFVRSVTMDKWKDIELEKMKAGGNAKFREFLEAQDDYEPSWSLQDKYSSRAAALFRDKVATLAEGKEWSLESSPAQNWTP
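Assay system: purified rat His6-Arfgap1 residues 1-136 (GAP domain); Reagent: human Δ17 ARF1 bound to GTP; Dosing: 16.5 µM single point, 1.26% DMSO; Times: GTP hydrolysis reaction 2 h at 25 °C; Signal: FP, GDP Alexa 633 tracer displaced from anti-GDP antibody, 620/688 nm; Measure: % inhibition from polarization.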
Tn6 DDE FP: DD(E)-Tn6 binding inhibition, primary FP screen | hit rate 0.21% among 370,000 | AID 720509 | P02675 | inhibition, % at 8.3 µM | Fibrin DD(E) TRITC-Tn6 fluorescence polarization displacement;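 active means inhibition above a per-campaign cutoff: mean of compounds within control limits plus 3 SD, cut at about 15% in these data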;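 further: 0% = median of all compound wells on the plate and 100% = blocking peptide control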
Target sequence (P02675 whole entry, looked up): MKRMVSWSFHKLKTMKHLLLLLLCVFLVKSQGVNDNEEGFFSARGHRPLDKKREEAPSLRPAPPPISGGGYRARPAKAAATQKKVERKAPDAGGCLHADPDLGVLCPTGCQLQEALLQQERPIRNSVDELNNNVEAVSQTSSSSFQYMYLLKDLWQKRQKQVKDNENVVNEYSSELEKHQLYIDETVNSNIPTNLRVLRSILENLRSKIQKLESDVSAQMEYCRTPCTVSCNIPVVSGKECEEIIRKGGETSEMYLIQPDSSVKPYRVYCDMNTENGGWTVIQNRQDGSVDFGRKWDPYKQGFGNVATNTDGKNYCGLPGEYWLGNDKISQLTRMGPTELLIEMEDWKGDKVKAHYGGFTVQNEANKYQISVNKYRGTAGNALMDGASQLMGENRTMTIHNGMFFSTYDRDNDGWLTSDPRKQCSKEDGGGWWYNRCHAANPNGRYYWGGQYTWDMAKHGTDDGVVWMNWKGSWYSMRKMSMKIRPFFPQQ
KLK7 zymogen act: activators of human kallikrein-7 zymogen; P49862; activation, % at 7 µM; purified proKLK7, EDANS-DABCYL substrate fluorescence; 100% is mature enzyme control, 0% vehicle; hit rate 0.9% among 370,000;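 active means activation above the mean of all tested compounds plus 3 SD, computed per campaign excluding outliers beyond control limits, cut at about 13% in these data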
Target sequence (P49862 whole entry, looked up): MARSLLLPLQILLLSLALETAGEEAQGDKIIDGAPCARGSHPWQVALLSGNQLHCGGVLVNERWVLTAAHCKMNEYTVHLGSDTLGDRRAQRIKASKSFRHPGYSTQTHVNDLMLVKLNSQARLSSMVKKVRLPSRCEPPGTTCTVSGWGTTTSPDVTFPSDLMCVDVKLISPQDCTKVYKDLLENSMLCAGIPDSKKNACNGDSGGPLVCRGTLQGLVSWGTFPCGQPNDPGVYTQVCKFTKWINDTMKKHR
NPR1 activator: GC-A (human) enzyme activation. P16066. HEK293 GC-A cells, cGMP TR-FRET, EC30 ANP; 0% at EC30 ANP, 100% saturating ANP. activation, % at 10 µM. hit rate 0.14% among 370,000. AID 1671463; in the data active means activation above about 40%
HGIII-sPLA2 inh: Blocks human group III sPLA2 activity. Q9NZ20. QFRET BODIPY PC-A2 liposome hydrolysis, fluorescence. inhibition, % at 12.2 µM. hit rate 0.56% among 370,000;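 active means inhibition above mean plus 3 SD of compounds lying within the high and low control bounds, cut at about 19% in these data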;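 further: 0% = median of test compound wells and 100% = no enzyme DMSO wells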
* hit, by the source's call; i = inactive; · = no result given.

SMILES	ADAM10 inh	GAA850 FXN act	rCAG RNA binder	ASAP1 inh	GC-B act	ARFGAP1 inhibitor	Tn6 DDE FP	KLK7 zymogen act	NPR1 activator	HGIII-sPLA2 inh
Cn1cccc1C1CCCN1CC(=O)Nc1ccc(C(N)=O)cc1 (stereo not given)	-24.4	-0.1	-2.8	5.1	3.8	-6.0	6.3	-0.7	0.5	6.1
Cc1ccc(C)c(OCc2cc(C(=O)NC(C)c3cnn(C)c3)no2)c1 (stereo not given)	-5.0	-0.7	-2.5	0.8	2.8	6.7	2.3	0.2	-3.0	-4.5
N#Cc1ccc(N2Cc3ccccc3C2=NC(=O)c2cccnc2Cl)cc1	-3.9	-8.0	4.7	-0.1	-2.5	6.4	4.1	0.4	-5.2	-0.8
Cc1nc(NC(=O)CC(C)C)sc1-c1csc(Nc2ccc(Cl)cc2)n1	-0.3	0.6	29.8	-9.6	-7.1	21.4	-5.1	-1.3	-11.4	-1.1
COc1ccc(OCCCn2c(=O)oc3ccccc32)cc1	1.1	-2.1	-2.9	3.0	2.1	-9.5	-3.4	0.3	-4.3	-1.4
O=C(CSc1nc(C(F)(F)F)cc(=O)[nH]1)NCC1CCCO1 (stereo not given)	1.7	-1.3	0.8	2.9	-5.1	3.8	1.1	-0.1	3.5	9.7
CC(=O)c1cccc(CN2CCN(C3CCCC3)C(CCO)C2)c1 (stereo not given)	-2.0	-0.4	-4.7	3.0	6.5	-5.6	5.3	0.1	-1.3	0.1
CCOC(=O)c1cnc2ccccc2c1NCc1ccco1	-9.5	3.8	-3.3	6.3	-5.6	-20.7	1.7	-0.1	7.2	-12.9
COC(=O)/C(=C/Nc1cccc2ccccc12)[N+](=O)[O-]	-185.0	1.2	6.7	5.7	0.1	1.0	1.8	-23.0	0.7	1.5
CC(C)C(=O)N1CCN(c2ccc(NC(=O)c3cccs3)cc2Cl)CC1	10.9	-0.3	0.3	24.0	-3.4	-8.6	-2.0	0.8	1.4	-6.7
C[C@H](NC(=O)c1nc[nH]c1C(=O)N[C@@H](C)C(=O)OC(C)(C)C)C(=O)OCc1ccccc1	10.5	0.8	-6.8	9.8	1.6	-4.6	7.2	0.0	-2.2	-17.2
COCc1nc2c([nH]1)c(=O)n(C)c(=O)n2CC(C)C	-3.2	-1.2	2.5	-4.2	6.9	-7.1	0.1	-0.3	6.9	-1.3
CCOC(=O)C1=C(CC)Nc2ccccc2N=C1NC(=O)c1ccc(S(=O)(=O)N(C)C)cc1	-2.2	-4.2	2.3	2.1	-0.7	7.0	3.8	0.0	2.7	-1.9
CCOC(=O)c1ccccc1NC(=O)/C=C/c1cc(OC)c(OC)c(OC)c1	-8.2	1.1	-1.7	4.2	5.4	2.7	9.0	-0.9	5.5	2.9
CC(C)(C)OC(=O)N1CCC(NC(=O)c2nc[nH]c2C(=O)N2CCN(c3ccccc3)CC2)CC1	6.2	-1.5	-7.2	-4.7	-1.0	-6.1	-9.8	-0.4	-1.0	-3.4

Part of the list above, reduced to GAA850 FXN act:
SMILES | GAA850 FXN act
CC(=O)c1cccc(CN2CCN(C3CCCC3)C(CCO)C2)c1 (stereo not given) | -0.4
CCOC(=O)c1cnc2ccccc2c1NCc1ccco1 | 3.8
COC(=O)/C(=C/Nc1cccc2ccccc12)[N+](=O)[O-] | 1.2

(cont.)
SMILES	ADAM10 inh	GAA850 FXN act	rCAG RNA binder	ASAP1 inh	GC-B act	ARFGAP1 inhibitor	Tn6 DDE FP	KLK7 zymogen act	NPR1 activator	HGIII-sPLA2 inh
CCOc1ccc(S(=O)(=O)N2CCN(S(=O)(=O)c3ccc(C)c(C)c3)CC2)cc1	7.1	1.4	0.3	0.6	5.4	1.0	-2.0	0.1	3.2	9.2
O=C(NCc1ccccc1)c1cc(C2CCCN(S(=O)(=O)c3cccs3)C2)on1 (stereo not given)	1.5	-1.8	6.7	-7.3	4.1	-7.9	-15.0	0.0	1.5	-4.9
CC1=C(C(=O)N2CCOCC2)CC(CC(=O)NC2CCCCC2)C(=O)N1Cc1ccc(F)cc1 (stereo not given)	-1.3	-0.2	2.2	13.5	-0.5	1.9	-1.9	0.4	1.4	7.6
COc1ccc(-c2ccc3c(n2)CCCN3S(=O)(=O)c2ccc(OC)cc2)cc1	-26.8	·	6.0	5.2	-2.1	-3.5	-10.3	0.7	0.6	-5.0
COC(=O)c1ccc(NC(=S)N(Cc2cccnc2)Cc2ccco2)cc1	-6.0	0.7	2.7	-5.4	1.4	14.6	5.0	-0.2	5.3	1.4
COC(=O)c1ccc(CSc2nnc3nc(C)cc(C)n23)cc1	-1.2	4.9	-3.0	13.9	4.5	1.8	-1.1	-0.2	0.1	0.4
CCOc1ccc(S(=O)(=O)N(C)CC(=O)N2CCN(CC)CC2)cc1	-5.1	0.4	1.6	4.5	0.1	12.3	-2.4	-0.3	0.2	1.1
COC(=O)C1=C(C)N(C)C(=NCc2ccc(C(F)(F)F)cc2)NC1c1cccc(Cl)c1 (stereo not given)	-5.7	·	8.4	6.3	-8.3	0.7	-1.9	0.4	-6.1	-14.3
CCOc1ccc(-c2nc(C#N)c(N3CCCCCC3)o2)cc1	i	1.4	1.0	-3.6	-2.7	3.9	-4.7	-6.8	5.6	2.0
COc1ccc(Cl)cc1C(=O)Nc1cccnc1Cl	17.9	4.3	4.8	-21.2	3.7	-0.1	-2.1	-0.2	1.2	4.3
CC(C)NC(=O)c1ccc(Sc2ccccc2)c([N+](=O)[O-])c1	9.0	2.1	-3.4	1.0	-0.9	14.9	-9.1	-0.1	-1.0	1.3
O=C(C/C=N/OCc1ccccc1F)c1cnc(-c2ccc(Cl)cc2)s1	1.7	-1.8	12.9	5.0	-10.2	3.8	-5.3	-0.8	33.6	0.9
CC1(c2ccc3c(c2)OCCCO3)NC(=O)N(CC(=O)NCCc2ccccc2)C1=O (stereo not given)	-8.5	0.2	-0.8	-2.1	-2.8	3.4	-11.4	0.4	5.1	8.5
Cc1ccc(S(=O)(=O)N(C)C[C@@H]2Oc3ccc(NS(=O)(=O)c4ccccc4)cc3CC(=O)N([C@@H](C)CO)C[C@H]2C)cc1	14.4	0.9	2.7	9.9	-1.9	-8.1	1.3	0.9	1.6	-51.9
COc1ccccc1-c1noc2c1C(=O)N(Cc1cn(-c3ccccc3)nn1)CC2	-1.9	·	1.1	12.4	-2.6	5.8	-1.2	-0.2	0.7	1.4

Single entries from the results shown:
GC-B act result of CC1(c2ccc3c(c2)OCCCO3)NC(=O)N(CC(=O)NCCc2ccccc2)C1=O (stereo not given) stands at -2.8
GAA850 FXN act result of CCOc1ccc(S(=O)(=O)N(C)CC(=O)N2CCN(CC)CC2)cc1 stands at 0.4

The results go on:
SMILES	ADAM10 inh	GAA850 FXN act	rCAG RNA binder	ASAP1 inh	GC-B act	ARFGAP1 inhibitor	Tn6 DDE FP	KLK7 zymogen act	NPR1 activator	HGIII-sPLA2 inh
COc1cc(C(=O)OCCCN2CCOCC2)ccc1O	0.2	2.2	-6.0	-1.3	-3.4	-0.5	-3.7	0.0	1.5	5.3
O=C(OCc1cn(Cc2ccc(F)cc2)nn1)N1CCOCC1	-19.7	·	2.3	·	4.9	·	8.7	-0.5	2.7	2.6
CCN(CC)C(=O)c1cccc(-c2csc(C(NC(C)=O)c3ccccc3)n2)c1 (stereo not given)	-12.3	-2.9	-0.9	4.7	0.7	11.9	-5.1	-1.1	1.6	3.5
CC(C)(C)OC(=O)N[C@H](C(=O)OC(C)(C)C)c1ccc2ccccc2c1	6.1	0.0	2.3	12.1	-1.2	4.7	-8.0	-0.3	-2.4	0.9
CN1OC[C@@H]2CN(Cc3cc(Cl)cc(Cl)c3)[C@H](c3cccc(Br)c3)C[C@@H]21	-2.6	0.5	4.2	8.6	-9.4	8.1	-0.4	-0.2	-7.9	3.4
O=C(COC(=O)C1CC1)Nc1ccc(S(=O)(=O)N2CCOCC2)cc1	-0.5	0.8	1.7	10.3	-0.4	-8.2	7.5	-0.3	-4.3	7.2
CN(C)/C=N/c1c(C#N)nnn1Cc1ccccc1	-10.0	1.3	-3.4	3.0	3.4	-5.7	6.5	0.3	-1.2	4.4
Cc1cccc2c1OCC/C2=N\NC(=O)COc1ccccc1Cl	-5.6	4.0	3.1	-7.8	-1.7	-4.7	0.6	-1.9	-9.8	2.1
COC(=O)C1CCN(c2cnccn2)CC1	-8.3	-0.7	0.8	-11.1	2.1	6.0	-10.2	0.8	4.0	0.8
CCc1nc(SCC(=O)NCCc2ccccc2)c2c(=O)n(C)c(=O)n(C)c2n1	7.0	2.0	3.8	-18.3	-8.5	-2.3	1.5	0.1	-4.2	3.4
CNC(=O)COC(=O)/C=C/c1ccco1	-1.1	0.3	1.1	27.5*	5.3	5.2	14.1	-0.2	3.9	-5.1
CCN(CC(=O)NCc1ccc(F)cc1)CC(=O)Nc1ccccc1-c1ccccc1	2.0	0.9	-11.1	12.7	-9.7	4.5	-1.5	-0.2	-22.2	-4.0
COc1cc(-c2nnc(SCC#CCO)o2)cc(OC)c1OC	-2.6	0.6	-4.3	-8.2	-1.0	-1.4	-1.2	-0.2	3.8	-1.2
NC(=O)c1cccnc1Oc1ccc(Cl)cc1Cl	3.4	3.7	-0.6	3.6	-1.9	0.3	-2.4	0.1	-13.9	2.4
CCCOC(=O)c1ccc(Oc2c(-c3ccc(O)cc3O)n[nH]c2C)cc1	22.0*	-3.3	6.1	17.4	-6.5	9.1	-11.6	0.2	3.4	-30.9
O=C(COC(=O)c1ccc2c(c1[N+](=O)[O-])C(=O)c1ccccc1C2=O)NC1CC1	-3.4	2.1	9.5	-4.1	0.9	12.4	-5.7	0.3	17.1	-1.0
Cc1cc(C)n2nc(SCC(=O)N3CCC(C(=O)O)CC3)nc2n1	5.1	-1.1	1.6	3.4	8.3	-2.0	-2.5	0.3	5.0	-6.0
CN1Cc2c(N3CCOCC3)nc3sc(C#N)c(N)c3c2CC1(C)C	i	3.8	-8.7	-17.0	1.0	-7.6	8.0	16.7*	5.9	-6.0
Cc1ccc2oc(=O)n(CC(=O)OCCC(C)C)c2c1	-3.3	2.0	-2.4	6.1	3.0	-5.1	2.5	0.3	-0.4	-2.9
COc1ccccc1N1CCN(C(=O)c2cc(C(C)(C)C)oc2C)CC1	8.7	1.5	-9.9	0.3	5.0	4.5	-2.7	0.9	-1.1	-1.0
O=C(O)c1ccc(Oc2cc(Oc3ccc(C(=O)O)cc3)cc([N+](=O)[O-])c2)cc1	2.3	0.7	14.2	6.7	-1.3	-6.1	-0.9	0.1	2.1	-5.9
O=c1c(-c2cccnc2)nc2ccccc2n1C(c1ccccn1)c1nc2ccccc2[nH]1 (stereo not given)	-437.0	·	16.5	-1.0	4.1	-0.9	-8.1	0.2	-9.1	15.6
C=C(C)Cn1c(SCC(=O)N/N=C(\C)c2ccc([N+](=O)[O-])cc2)nnc1-c1ccc(Br)cc1	4.2	·	5.5	·	-9.9	·	-3.2	0.2	-11.2	-2.5
CC(=O)NC(c1cccs1)c1cc(Br)c2cccnc2c1O (stereo not given)	7.7	-4.9	9.7	-1.6	1.1	-5.9	-0.9	-0.6	-1.9	22.0*
Cc1nnc(N2CCOCC2)c2nn(-c3ccccc3)c(C)c12	-22.6	1.7	-4.8	5.3	-1.6	-2.0	-1.8	0.0	3.3	18.4

Source: PubChem BioAssay (several laboratories)
